# Assay outcomes: PubChem, several laboratories
# SIAH1 antagonists = Siah-1 peptide-binding antagonists, primary screen, biochemical, fluorescence polarization, rhodamine-plectin, uHTS (AID 1817); Siah-1 / rhodamine-plectin peptide fluorescence polarization; higher % means a stronger effect; one-dose displacement, % at 20 µM; IC50 in µM for titrated hits; 0.02% of 290,000 active;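 active = displacement of at least 50% at 20 µM, with a fluorescence ratio check between 0.3 and a set limit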;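 note: plate controls were Siah plus tracer with DMSO for no effect and tracer alone without Siah for full effect; strong numbers were not always called active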
# ER stress rescue = rescue of cells from ER stress-induced death, primary screen, 384-well, CSM14.1, thapsigargin, ATP luminescence (AID 1222). cellular ATP content (survival), % at 20 µM, or EC50 in µM where a hit was titrated. CSM14.1 thapsigargin-induced death rescue, ATP luminescence; higher % means a stronger effect. 190,000 tested, under 10 active;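 active = EC50 below 50 µM in the dose-response confirmation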;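 note: death triggered by thapsigargin at about 15 µM added after 2 h compound pretreatment; cell ATP read after overnight thapsigargin exposure of roughly 18 to 22 hours; normalized against plate controls of thapsigargin alone and 5% DMSO vehicle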
# NOD2 inhibition = inhibition of NOD2-driven NF-kB reporter – cell-based, luminescence, uHTS, HEK293 (AID 1566). 0.63% of 290,000 active. one-dose inhibition, % at 4 µM; EC50 in µM for titrated hits. HEK293 NOD2/NF-kB luciferase reporter, luminescence; higher % means a stronger effect; note: many of its hits are not listed in these tables
# XIAP displacement = XIAP antagonists, biochemical, IAP family, fluorescence polarization (AID 1018); 0.007% of 200,000 active; XIAP BIR domain, fluorescence polarization peptide displacement; higher % means a stronger effect; displacement, % at 20 µM; hits with a dose series show IC50 in µM; in the data active = displacement above about 50%; note: a part of the inactive calls stands beside numbers as strong as those of hits
# M17LAP inhibition = P. falciparum M17LAP inhibitors, primary screen, biochemical, fluorogenic H-Leu-NHMec substrate, 1536-well (AID 1619) | recombinant M17LAP, H-Leu-NHMec fluorogenic kinetic assay; higher % means a stronger effect | one-dose inhibition, % at 30 µM; IC50 in µM for titrated hits | 0.38% of 220,000 active;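 active = compound inhibiting the enzyme by more than half at any dose during confirmatory dose-response retesting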;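 note: plate controls were full reaction with DMSO carrier for no effect and no enzyme background for full effect; strong numbers were not always called active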
# P. falciparum M1AAP = malaria alanyl aminopeptidase activity blockers – biochemical, fluorogenic H-Leu-NHMec substrate, 1536-well (AID 1445); recombinant M1AAP, H-Leu-NHMec fluorogenic kinetic assay; higher % means a stronger effect; one-dose inhibition, % at 30 µM; IC50 in µM for titrated hits; 0.42% of 220,000 active;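 active = primary inhibition above the hit cutoff, then over 50% inhibition at one or more dose response concentrations, cut at about 23% in these data, passing the limit was not always enough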;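 note: plate controls were DMSO full reaction for no effect and no enzyme background for full effect; strong numbers were not always called active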
# LYP inhibition = inhibitors of LYP phosphatase, biochemical, fluorescence intensity, uHTS (AID 1779); one-dose inhibition, % at 11.5 µM; IC50 in µM for titrated hits; 0.054% of 290,000 active; recombinant LYP phosphatase, fluorescence intensity; higher % means a stronger effect;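 note: plate controls were vehicle with enzyme for no effect and no enzyme for full effect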
# AID2073 = inhibitors of Mint1-CaV2.2 protein interaction, biochemical, HTRF (AID 2073); HTRF protein-protein interaction, Mint1-CaV2.2; higher % means a stronger effect; inhibition, % at 20 µM, or IC50 in µM where a hit was titrated; 0.19% of 290,000 active; in the data active = inhibition mostly above about 51%, no sharp cut-off; note: some results filed as inactive read as strong as hits
# Hep lipid drop = hepatic lipid droplet formation modulation; AML12 mouse hepatocytes, oleate lipid droplets, BODIPY imaging; inhibition, % at 6.5 µM; 0.4% of 240,000 active; AID 1656;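 active = lipid droplet intensity inhibited by at least 50%, with more than 500 cells counted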
#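 Material: mouse AML12 hepatocyte cell line, fixed after treatment; Timing: compound with oleate, overnight; Technique: high-content imaging of BODIPY-stained droplets and DAPI nuclei; Probe or stimulus: oleate, 100 µM final; Dosing: compound at 6.5 µM only.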
# Hep lipid drop cells 6.5 µM = further read-out of Hep lipid drop, marked with its call; cell count; measured here: cell count, cytotoxicity flag;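 cells counted across two imaged fields per well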
# The depositor's hits bear a star; i = inactive; . = no result given; & = joins results of further samples. Cut-off read from the data, not from the text of the source, unless noted: active = inhibition above about 50%; inactive = the rest. An excerpt (hit frequency here may not be typical).
SMILES,SIAH1 antagonists,ER stress rescue,NOD2 inhibition,XIAP displacement,M17LAP inhibition,P. falciparum M1AAP,LYP inhibition,AID2073,Hep lipid drop,Hep lipid drop cells 6.5 µM
Oc1ccccc1-c1nc2cnccn2c1Nc1ccc2c(c1)OCCO2,0%,1.9%,8%,-23%,3%,11%,-4%,1%,9,834
O=S(=O)(NCCc1cn2ccccc2n1)c1cccs1,-3%,-1.1%,-5%,-8.5%,2%,2%,-7%,-1%,16,623
Cc1cc(C)c2oc(C(=O)Nc3nnc(C(C)C)s3)cc(=O)c2c1,-2%,-0.4%,15%,-4.6%,17%,19%,1%,13%,-4,621
O=C(OC(C(=O)NCc1ccc2c(c1)OCO2)c1ccc(Cl)cc1)c1ccco1 (stereo not drawn),-6%,4.5%,0%,-4.0%,8%,9%,6%,-6%,.,.
O=C(N/N=C/c1ccc2c(c1)OCCO2)c1ccncc1,12%,.,-15%,.,2%,3%,-3%,11%,-7,768
O=C(CSc1ccc(-c2cccc([N+](=O)[O-])c2)nn1)N1CCCCC1,-2%,.,-11%,-1.5%,4%,2%,-5%,-2%,16,657
CCCCc1c(C)c(C#N)c2[nH]c3ccccc3n2c1=O,-3%,1.6%,8.9µM*,-4.1%,-3%,0%,-8%,17%,-3,737
Nc1cn(C2OC(CO)C(O)C2O)c(=O)[nH]c1=O (stereo not drawn),6%,.,-4%,.,.,.,-8%,2%,6,833
Cn1c(=O)[nH]c(=O)c2c1nc(NCc1ccccc1)n2CC(O)c1ccccc1 (stereo not drawn),-2%,-2.0%,20%,-1.2%,-3%,2%,-4%,1%,.,.
Cc1sc(NC(=O)CSc2nnc(COc3ccc(Cl)cc3)n2C)c(C#N)c1C,-3%,-2.0%,16%,-5.7%,2%,-1%,-11%,16%,.,.
O=C(NCCN1CCOCC1)c1cc([N+](=O)[O-])cc([N+](=O)[O-])c1,-1%,.,18%,.,.,.,-17%,-7%,22,799
Cc1ccc(-c2nnn(CC(=O)N(Cc3cccs3)C(C(=O)NC3CCCC3)c3ccncc3)n2)cc1 (stereo not drawn),-3%,i,-28%,-2.2%,21%,12%,7%,2%,-123,778
COC(C[C@@H]1O[C@H]1[C@@H](O)[C@@H](C)OCc1ccccc1)OC,-5%,.,9%,.,0%,0%,-9%,-12%,1,712
COc1c(Br)cc([N+](=O)[O-])c(OC)c1C(=O)NC(=O)Nc1cc(Cl)cc(Cl)c1,17%,.,-24%,.,5%,-1%,-2%,-3%,13,744
CCc1cccc(NC(=O)CCNC(=O)Cn2ccc3ccccc3c2=O)c1,2%,.,6%,.,.,.,-5%,-5%,3,799
CCOC(=O)c1cccc(N/C=C/C(=O)c2ccc(OC)c(OC)c2)c1,3%,0.1%,-88%,-1.2%,5%,13%,-5%,47%,.,.
CCOc1ncccc1C(=O)Nc1cc(S(=O)(=O)N2CCOCC2)ccc1N1CCCC1,1%,4.8%,16%,-9.2%,7%,-1%,-1%,-2%,4,673
O=C(CSc1ncccc1-c1nc2ccccc2[nH]1)NC1CC1,0%,-1.7%,9%,-1.7%,-10%,2%,-10%,9%,.,.
O=C(C1CCCN(S(=O)(=O)c2ccc(Br)s2)C1)N1CCN(c2ccccc2)CC1 (stereo not drawn),1%,.,2%,.,.,.,-2%,-6%,-5,833
COc1ccccc1CNC(=O)C(NC(=O)c1ccccc1C)C(C)C (stereo not drawn),0%,-0.9%,7%,-3.0%,-5%,5%,2%,-13%,1,697
Cc1ccc(NC(=O)CSc2nnc(C)c(=O)n2N)c(C)c1,-7%,-1.8%,2%,-11%,7%,4%,-13%,-2%,22,751
CCOC(=O)C1CCN(S(=O)(=O)c2cn(C)c(=O)n(C)c2=O)CC1,-6%,-1.5%,3%,-6.7%,-6%,2%,-2%,3%,4,646
O=C(O)C(Cc1c[nH]c2ccccc12)N1C(=O)c2ccccc2C1=O (stereo not drawn),-1%&-1%,.,10%&6%,.,1%&0%,1%&-1%,-10%&-8%,-5%&-14%,-2&18,682&710
CCOCCCNC(=S)Nc1ccc2nc(N3CCOCC3)cc(C)c2c1,-2%,.,9%,.,.,.,-3%,1%,-11,856
O=C1CSC(=S)N1/N=C/c1cccnc1,-2%,.,1%,.,19%,9%,4%,-24%,-5,640
CCOc1ccc(CCn2c(-c3ccco3)nc3ccccc3c2=O)cc1OCC,-1%,-1.3%,.,-7.8%,13%,0%,-2%,0%,7,744
COc1ccc(CCN(C(=O)c2snc(C(N)=O)c2N)C(C)C(=O)NC2CCCCC2)cc1OC (stereo not drawn),5%,.,-3%,.,.,.,-6%,-3%,-11,832
CCOC(=O)c1c2ccc(OCC(=O)N/N=C/c3ccc(C)cc3)cc2n2ccccc12,-5%,-0.8%,-4%,-3.1%,3%,6%,-1%,21%,.,.
CN1N=C(C(=O)N2CCN(c3ccc([N+](=O)[O-])cc3)CC2)CCC1=O,-1%,1.1%,6%,-3.5%,22%,2%,-2%,8%,5,671
O=C1/C(=C\c2c(NCCOCCO)nc3ccccn3c2=O)SC(=S)N1Cc1ccco1,70%,.,6%,.,.,.,-6%,28%,5,822
Cc1cc(C)n2c(SCC(=O)Nc3ccc(F)cc3F)nnc2n1,13%,1.6%,14%,-5.4%,4%,1%,-8%,16%,0,698
CC1Sc2ccc(S(=O)(=O)CCC(=O)Nc3cc(F)ccc3F)cc2NC1=O (stereo not drawn),3%,.,21%,.,.,.,-11%,9%,12,796
COC(=O)c1sccc1NC(=O)COc1ccc(C)cc1,4%,-0.7%,-10%,-2.4%,-1%,2%,-6%,-5%,-11,702
CC(=O)NS(=O)(=O)c1ccc(NC(=O)c2cc(-c3cccs3)nc3ccccc23)cc1,2%,-2.5%,9%,-5.0%,16%,2%,3%,17%,-1,648
CSC(=NC#N)N1CCN(c2c(C)cccc2C)CC1,-3%,1.6%,21%,-1.3%,6%,4%,-5%,-5%,-5,677
CC(=O)Nc1ccc(NC(=O)COc2ccc(-c3ccccc3)cc2)cc1,-6%,.,-8%,.,.,.,-4%,41%,-17,709
N#CC1=C(N)SC(N)=C(C#N)C1c1ccoc1,12%,-2.2%,5%,-5.9%,-27%,12%,-6%,28%,-17,662
CC1(C)Oc2ccc(C(=O)N3CCCCC3)cc2N(CC(=O)NCc2ccccc2)C1=O,3%,0.1%,20%,-1.5%,15%,6%,1%,4%,-13,819
Cc1cccc(Oc2cc(NC(=O)Cn3cnc([N+](=O)[O-])n3)cc([N+](=O)[O-])c2)c1,-2%,-3.4%,1%,2.8%,-12%,0%,-3%,29%,27,644
CCc1ccc(-c2csc3nc[nH]c(=O)c23)cc1,6%,.,3%,.,.,.,-10%,9%,8,805
COc1ccc(C(CC(=O)O)NC(=O)c2cc3cc(Br)ccc3oc2=O)cc1OC (stereo not drawn),0%,0.4%,3%,-19%,24%,7%,-1%,-2%,-7,690
O=C(CCCc1ccccc1)NCc1cccnc1,0%,1.1%,5%,-0.9%,12%,2%,-11%,-6%,.,.
O=C(Nc1ccc(Cl)cc1)Nc1cc([N+](=O)[O-])ccc1F,1%,2.7%,-3%,3.0%,10%,4%,-6%,-5%,8,581
Cc1nc(N2CCN(Cc3ccccc3)CC2)nc2c1C(=O)CC(c1ccco1)C2 (stereo not drawn),0%,2.7%,-2%,-3.4%,3%,1%,8%,15%,4,764
Cc1ccc(S(=O)(=O)N2CCc3ccccc3C2)cc1C,6%,.,30%,.,.,.,-6%,-6%,0,771
COc1ccc([N+](=O)[O-])cc1NC(=O)c1ccc(N(Cc2ccccc2C)S(C)(=O)=O)cc1,0%,0.5%,7%,-0.1%,-2%,0%,6%,6%,18,652
O=C(CN1CCOCC1)Nc1ccc(Cl)cn1,8%,.,12%,.,.,.,-12%,-1%,-8,815
Cc1cccc(N(C(=O)c2csnn2)C(C(=O)NCc2ccccc2)c2ccc(C)o2)c1 (stereo not drawn),12%,.,11%,.,.,.,-6%,-4%,-18,805
O=C(Nc1ccccc1)Nc1ccc2ncoc2c1,0%,-1.1%,-36%,7.2%,1%,-1%,-9%,3%,-5,706
O=C(NC(=O)c1csnn1)Nc1ccccc1Cl,-6%,.,-7%,.,.,.,-8%,-11%,1,824
COc1ccc(C(=O)NC(=S)Nc2cccc(S(=O)(=O)N3CCOCC3)c2)cc1,4%,-1.6%,17%,-3.8%,2%,14%,5%,-4%,15,713

# Structural class: the entries above with a nitro group on carbon (seven)
SMILES,SIAH1 antagonists,ER stress rescue,NOD2 inhibition,XIAP displacement,M17LAP inhibition,P. falciparum M1AAP,LYP inhibition,AID2073,Hep lipid drop,Hep lipid drop cells 6.5 µM
O=C(CSc1ccc(-c2cccc([N+](=O)[O-])c2)nn1)N1CCCCC1,-2%,.,-11%,-1.5%,4%,2%,-5%,-2%,16,657
O=C(NCCN1CCOCC1)c1cc([N+](=O)[O-])cc([N+](=O)[O-])c1,-1%,.,18%,.,.,.,-17%,-7%,22,799
COc1c(Br)cc([N+](=O)[O-])c(OC)c1C(=O)NC(=O)Nc1cc(Cl)cc(Cl)c1,17%,.,-24%,.,5%,-1%,-2%,-3%,13,744
CN1N=C(C(=O)N2CCN(c3ccc([N+](=O)[O-])cc3)CC2)CCC1=O,-1%,1.1%,6%,-3.5%,22%,2%,-2%,8%,5,671
Cc1cccc(Oc2cc(NC(=O)Cn3cnc([N+](=O)[O-])n3)cc([N+](=O)[O-])c2)c1,-2%,-3.4%,1%,2.8%,-12%,0%,-3%,29%,27,644
O=C(Nc1ccc(Cl)cc1)Nc1cc([N+](=O)[O-])ccc1F,1%,2.7%,-3%,3.0%,10%,4%,-6%,-5%,8,581
COc1ccc([N+](=O)[O-])cc1NC(=O)c1ccc(N(Cc2ccccc2C)S(C)(=O)=O)cc1,0%,0.5%,7%,-0.1%,-2%,0%,6%,6%,18,652

# A draw from above in order of heavy-atom count, descending.
SMILES,SIAH1 antagonists,ER stress rescue,NOD2 inhibition,XIAP displacement,M17LAP inhibition,P. falciparum M1AAP,LYP inhibition,AID2073,Hep lipid drop,Hep lipid drop cells 6.5 µM
COc1ccc([N+](=O)[O-])cc1NC(=O)c1ccc(N(Cc2ccccc2C)S(C)(=O)=O)cc1,0%,0.5%,7%,-0.1%,-2%,0%,6%,6%,18,652
O=C(CCCc1ccccc1)NCc1cccnc1,0%,1.1%,5%,-0.9%,12%,2%,-11%,-6%,.,.
O=C(NC(=O)c1csnn1)Nc1ccccc1Cl,-6%,.,-7%,.,.,.,-8%,-11%,1,824
